Screens (PubChem BioAssay)
GAA inhib – alpha-glucosidase (human) inhibition; purified human GAA, 4-MU-alpha-glucoside fluorescence; P10253; actives 0.005% (n = 200,000); Potency, µM (series often up to 76.9 µM), inactives show at the highest dose activity change, negative = inhibition, usual class: inhibitors; AID 1466;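 note: plate controls were uninhibited enzyme wells for no effect and no-enzyme background for full effect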
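Human alpha-glucosidase, 4 nM, pre-mixed with test compounds before 400 uM 4-methylumbelliferyl substrate; 20 min room temperature at pH 5.0. Fluorescence read after pH 10 stop; AC50 values from Hill-equation fits.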
GAA glycogen mod – inhibitors or activators of human alpha-glucosidase glycogen cleavage; recombinant GAA, glycogen substrate, Amplex Red glucose oxidase fluorescence; actives 0.38% (n = 300,000); Potency, µM (highest dose often 76.4 µM), inactives show top-dose activity change, negative = inhibition, usual class: inhibitors; P10253;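 note: 0% = full enzyme reaction and -100% = no-enzyme basal signal; the screen sought inhibitors and activators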
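Recombinant enzyme (4 nM final) with compounds titrated up to 77 uM and bovine liver glycogen (30 ug) in citrate pH 5.0, 0.01% Tween-20, 37 C 40 min. Released glucose detected by Amplex Red/glucose oxidase (Ex 573/Em 610); AC50 from Hill fits.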
RECQ1 helicase – inhibitors of human RECQ1 DNA helicase | P46063 | RECQ1 DNA unwinding, red fluorescence kinetic read | Potency, µM (highest dose often 57.3 µM), without a hit: top-dose activity, negative = inhibition, usual class: inhibitors | actives 0.54% (n = 240,000) | AID 2549;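 note: plate controls were vehicle for no effect and no enzyme for full effect; nearly all actives have a fitted effect of over 30% in size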
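50 nM RECQ1T1 preincubated 15 min with compound in Tris pH 8.0 buffer with MgCl2, DTT, Tween-20 and 2.5 ug/ml poly(dI-dC); started with 200 nM TAMRA/BHQ-2 forked duplex and 2 mM ATP. Unwinding read as fluorescence (525/598 nm), two reads 2 h apart.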
TexasRed fluor – Texas Red fluorescence interference in TRb-SRC2 counter-screen; TRb/SRC2 Texas Red total fluorescence interference; Potency, µM (top dose mostly 106 µM), inactives show at the top dose fluorescence change, negative = quenching; actives 0.29% (n = 280,000); AID 1479; active = well fitted curve in either direction with a large enough effect; inconclusive = small, poorly fitted or top-dose-only effect
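Human TRβ ligand-binding domain (0.6 uM) and Texas Red SRC2 peptide (20 nM) in Tris buffer with 1 uM T3 and 5% DMSO were incubated with pinned compound for 5 hr at ambient temperature. Total fluorescence was computed as S + 2P (555/632 nm).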
L3MBTL1 block – L3MBTL1 (human) inhibition; actives 0.66% (n = 230,000); AlphaScreen L3MBTL1–H3K9me1 peptide binding; Q9Y468; Potency, µM (series often up to 57.1 µM), without a hit: at the top dose activity, negative = inhibition, actives largely listed as inhibitors; note: nearly all actives have a fitted effect of over 60% in size
Target sequence (Q9Y468 whole entry, looked up): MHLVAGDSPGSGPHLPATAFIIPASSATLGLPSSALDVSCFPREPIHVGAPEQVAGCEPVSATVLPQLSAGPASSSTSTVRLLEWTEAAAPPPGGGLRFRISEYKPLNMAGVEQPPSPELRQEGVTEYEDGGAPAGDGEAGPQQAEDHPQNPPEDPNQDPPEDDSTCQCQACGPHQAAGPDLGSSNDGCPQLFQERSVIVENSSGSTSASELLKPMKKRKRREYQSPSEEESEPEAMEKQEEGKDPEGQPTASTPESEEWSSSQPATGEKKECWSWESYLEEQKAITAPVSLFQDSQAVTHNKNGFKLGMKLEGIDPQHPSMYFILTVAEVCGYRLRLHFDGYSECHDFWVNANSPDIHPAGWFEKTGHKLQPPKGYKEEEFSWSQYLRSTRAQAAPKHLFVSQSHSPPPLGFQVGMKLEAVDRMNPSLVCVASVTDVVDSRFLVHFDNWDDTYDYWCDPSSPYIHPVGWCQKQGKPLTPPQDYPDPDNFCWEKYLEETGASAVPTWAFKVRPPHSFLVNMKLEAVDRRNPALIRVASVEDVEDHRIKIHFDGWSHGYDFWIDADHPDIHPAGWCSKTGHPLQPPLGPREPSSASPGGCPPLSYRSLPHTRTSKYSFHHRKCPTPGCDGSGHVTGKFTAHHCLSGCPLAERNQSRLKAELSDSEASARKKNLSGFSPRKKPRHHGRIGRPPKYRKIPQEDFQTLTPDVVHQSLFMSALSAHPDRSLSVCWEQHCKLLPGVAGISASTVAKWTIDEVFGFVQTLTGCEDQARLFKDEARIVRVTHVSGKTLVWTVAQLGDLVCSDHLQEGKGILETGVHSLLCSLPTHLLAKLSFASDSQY
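Read-out is AlphaScreen signal from streptavidin donor and nickel chelate acceptor beads (10 ug/mL final each) bridging L3MBTL1 (50 nM) and biotinylated K9-monomethylated H3(1-15) peptide (75 nM), after 30 min compound exposure at room temperature.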
GAA spleen mod – inhibitors or activators of human alpha-glucosidase in spleen homogenate | human spleen homogenate, 4-MU-alpha-glucoside fluorescence | actives 0.006% (n = 240,000) | Potency, µM (top dose mostly 79.9 µM), for the others: top-dose activity change, negative = inhibition, actives largely listed as inhibitors | AID 2112;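 note: 0% = enzyme with vehicle and -100% = no enzyme basal signal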
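Human spleen homogenate (1 ug) incubated with compounds and 1 mM 4-methylumbelliferyl-alpha-D-glucopyranoside in pH 5.0 citrate/phosphate buffer, 37 C, 40 min. Stopped at pH 10; 4-MU fluorescence (Ex 365/Em 440 nm); AC50 by Hill fit.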
TRb-SRC2 inh – disrupts binding of human TR beta to SRC2 | P10828 | TRbeta-SRC2 peptide binding, fluorescence polarization; receptor liganded with 1 µM T3 | Potency, µM (top dose mostly 106 µM), for inactives: at the highest dose activity change, negative = inhibition, actives largely listed as inhibitors | actives 0.065% (n = 280,000) | AID 1469;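 note: plate controls were bound peptide for no effect and peptide without receptor for full effect; nearly all actives have a fitted effect of over 50% in size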
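Decrease in fluorescence polarization of 20 nM Texas Red SRC2 coactivator peptide flagged inhibition of its binding to 0.6 uM TRb LBD; 1 uM T3 included, incubation 5 hr, ex 555/em 632 nm.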
RGS12 GoLoco inh – inhibitors of human Gai1-RGS12 GoLoco interaction (red fluorophore). Gai1:RGS12 GoLoco peptide FP, rhodamine, 10 min. Potency, µM (doses to about 61.6 µM), for the others: at the highest dose activity, negative = inhibition, hits mostly inhibitors. actives 0.44% (n = 230,000). AID 880; active = well fitted inhibition curve with a large enough effect, not every such curve was filed as active; inactive = no such curve, though single readings can be large or run the other way; note: nearly all actives have a fitted effect of over 30% in size; many of its hits are not listed in these tables
* = called active by the depositor; i = inactive; ? = inconclusive; / = no result given; [ ] = another dose, or the depositor's remark. Unless noted, calls come from the whole dose curve; as a rule, active = well fitted curve in the direction sought with a large enough effect; inconclusive = small, poorly fitted or top-dose-only effect, or another doubt; inactive = no such curve, though single readings can be large; an effect the other way counts as inactive or inconclusive. Unless noted, % is set by controls: 0 for no effect and ±100 for the full control effect; potency is the fitted concentration of half-maximal effect. This is a subset, so the mix of outcomes need not match the whole.

SMILES | GAA inhib | GAA glycogen mod | RECQ1 helicase | TexasRed fluor | L3MBTL1 block | GAA spleen mod | TRb-SRC2 inh | RGS12 GoLoco inh
Cc1ccc(NC2c3ccccc3C(=O)N2c2cccnc2)cc1 (centres undefined) | / | -4% | -2% | -1% | 5% | 0% | 0% | 15%
O=S(=O)(NC1c2cccc3cccc(c23)C1N1CCN(CCO)CC1)c1ccccc1 (centres undefined) | -15% | 3% | -1% | -1% | 2% | 5% | -18% | 4%
CCOC(=O)C(C)Sc1nc(-c2cccs2)ccc1C#N (centres undefined) | 2% | -3% | i | -1% | / | -6% | 13% | 18%
O/N=C/c1ccc2ccccc2n1 | / | 7% | -2% | -1% | / | -1% | -3% | -3%
CCNC(=O)COC(=O)c1cc(=O)[nH]c2ccccc12 | -1% | 0% | -2% | -3% | 1% | -8% | -6% | 4%
O=C(c1nc2ccc(Cl)cn2c1CNCC[C@@H]1C[C@@H]2C=C[C@H]1C2)N1CCCCCCC1 | 5% | 3% | i | 0% | -13% | 13% | 4% | 27%
CCOC(=O)N1CCC(Nc2cc(C)nc3c(-c4ccccc4OC)c(C)nn23)CC1 | 2% | -13% | i | 3% | -9% | 1% | 7% | 0%
COc1ccc(C2=NN(C(=O)CSc3ncccn3)C(c3ccc(OC)cc3)C2)cc1 (centres undefined) | -3% | -8% | -21% | 0% | -10% | -4% | 1% | -4%
O=C(CCN1C(=O)c2ccccc2C1=O)Nc1cccc(F)c1 | 4% | 2% | -5% | -4% | / | -3% | -1% | 8%
CCOC(=O)CSC1=C(C#N)C(c2ccccc2OCC)C(C(=O)OCC)C(=O)N1 (centres undefined) | -2% | -17% | i | 1% | 1% | 2% | 5% | 5%

Entries from the list above containing a halogen, in the order listed:
SMILES | GAA inhib | GAA glycogen mod | RECQ1 helicase | TexasRed fluor | L3MBTL1 block | GAA spleen mod | TRb-SRC2 inh | RGS12 GoLoco inh
O=C(c1nc2ccc(Cl)cn2c1CNCC[C@@H]1C[C@@H]2C=C[C@H]1C2)N1CCCCCCC1 | 5% | 3% | i | 0% | -13% | 13% | 4% | 27%
O=C(CCN1C(=O)c2ccccc2C1=O)Nc1cccc(F)c1 | 4% | 2% | -5% | -4% | / | -3% | -1% | 8%

More entries follow:
SMILES | GAA inhib | GAA glycogen mod | RECQ1 helicase | TexasRed fluor | L3MBTL1 block | GAA spleen mod | TRb-SRC2 inh | RGS12 GoLoco inh
Cc1cc(C)c2nc3nc(C)c(C)cc3c(N)c2c1 | ? | 3% | i | -13% | -12% | 1% | 2% | 76%[activator]
CCCCCC(=O)NC(=S)NC1C2CC3CC(C2)CC1C3 (centres undefined) | / | -9% | -1% | 1% | 11% | -2% | -2% | 1%
Cc1ccc(Oc2ccc(-c3nnc(-c4ccccc4)o3)cc2[N+](=O)[O-])cc1C | -5% | -1% | 4% | -3% | -10% | -1% | -1% | 5%
C=C(C)Cn1c(COc2ccccc2)nnc1SCC(=O)O | -3% | -7% | 11% | -4% | -8% | 3% | 1% | 5%
COc1ccc(/C=C2\CN(Cc3ccccc3)C/C(=C\c3ccc(OC)cc3)C2=O)cc1 | -8% | -21% | -6% | 1% | -17% | -1% | -8% | -9%
CCSc1ccccc1C(=O)NCCCn1ccnc1 | -10% | -3% | -1% | 4% | 0% | 5% | -21% | 3%
Cc1ccccc1Nc1ncccc1C(=O)N1CCOCC1 | 2% | -2% | -12% | 1% | 7% | -18% | -7% | 9%
CCCCc1nnc(NC(=O)COc2ccc3c(C)cc(=O)oc3c2)s1 | 4%[15.4 µM] | 8% | -4% | -1% | -3% | -2% | 2% | 3%
CC(=O)c1cccc(Nc2cc(C)nc3c(C)cccc23)c1 | / | 2% | 24% | -1% | 5% | -8% | -1% | 12%
CC12CCC(C(=O)N/N=C/c3ccc(O)cc3)(OC1=O)C2(C)C (centres undefined) | / | -8% | i | -1% | -2% | -3% | -4% | 5%
Cc1ccc(C2=N/C(=C\c3c(C)nn(-c4ccccc4)c3N3CCCC3)C(=O)O2)cc1 | 1% | 2% | 3% | 1% | -3% | 9% | -1% | 20%
O=C(NCCNC(=O)C(c1ccccc1)c1ccccc1)c1ccco1 | -5% | 1% | -11% | -4% | / | -5% | -6% | -4%
N#CC1=C(N)SC(N)=C(C#N)C1c1ccc(C(F)(F)F)cc1 | -13% | -11% | i | 2% | 0% | -19% | -21% | 33%[activator]
CCOC(=O)NC(=O)COC(=O)c1cccc2ccccc12 | 3% | -6% | i | -2% | 15% | 0% | 1% | -1%
CCO[C@H]1OC(C(=O)N2CCN(C)CC2)=C[C@@H](C(C)(C)C)[C@@H]1CCCO | / | 16% | -10% | 0% | 7% | 4% | -6% | 0%
COc1ccc(N2CCN(C(=O)CCS(=O)(=O)c3cccc4nsnc34)CC2)cc1 | 6% | 3% | -6% | -3% | -9% | -1% | -17% | 0%
Cc1cccc(OCCCC(=O)Nc2ccc(Br)cc2)c1 | ? | 1% | -18% | -7% | 32%[activator] | 3% | -12% | 2%
CN(CCCCCCCCC(=O)/C=N/O)Cc1ccccc1 | -8% | 13% | -6% | -1% | / | 5% | -3% | -5%
Cc1ccc(OCCNC(=O)c2cc(C(=O)NCCOc3ccc(C)cc3)cc([N+](=O)[O-])c2)cc1 | ? | 0% | -7% | 4% | -14% | 9% | 7% | 2%
CC(=O)O[C@H]1C[C@@H]2CCC3C(CC[C@@]4(C)[C@H]3C[C@H]([N+]3(C)CCCCC3)[C@@H]4OC(C)=O)[C@@]2(C)C[C@@H]1[N+]1(C)CCCCC1 (some centres undefined) | / | / | 69%[activator] | -12% | / | 9% | 3% | -11%
CCC(C)NC(=O)c1cccc(C)c1 (centres undefined) | / | -6% | -6% | 0% | 8% | 0% | 3% | -4%
Cn1c(=O)c2c(nc(Cl)n2Cc2ccncc2)n(C)c1=O | -1% | -11% | -9% | 0% | 4% | -6% | -9% | -4%
Cc1cc([N+](=O)[O-])nn1CCCC(=O)Nc1ccc(Cl)cc1Cl | 9% | 2% | -1% | -3% | / | 3% | 1% | 3%
CC(CC(=O)O)CC(=O)Nc1cc([N+](=O)[O-])ccc1O (centres undefined) | -5% | -1% | -1% | -1% | / | -1% | 6% | 0%
CN(Cc1ccccc1)C(=O)C1CCCN(Cc2cccc(Cl)c2)C1 (centres undefined) | -10% | -16% | -8% | 0% | -8% | 2% | -4% | -2%
COc1ccc(/C=N/Nc2c(Cl)cc(Cl)cc2Cl)cc1CN1CCOCC1 | -5% | 0% | i | 0% | -7% | 2% | 3% | 11%
COc1ccccc1C(=O)N1CCN=C1c1ccccc1 | 0% | 1% | -11% | 0% | 5% | -4% | -14% | -6%
Cc1nc(SCC(=O)c2c[nH]c3ccccc23)n[nH]1 | -2% | -5% | ? | -5% | 3% | 3% | -6% | 4%
COc1ccc(-c2csc3ncnc(Oc4cccc5ccc(C)nc45)c23)cc1 | -4% | 0% | -13% | 7% | -10% | -9% | 20% | 28%
COC(=O)c1ccc(CSc2nnc(-c3ccncc3)o2)o1 | -9% | 2% | -4% | -2% | 2% | 6% | 3% | 3%
COCC(C)n1c(SCc2cc(C(=O)OC)c(C)o2)nc2ccccc2c1=O (centres undefined) | / | -6% | -19% | 0% | / | 4% | 1% | 9%
COc1ccc(-c2nc(C)c(C(C)=O)n2O)cc1[N+](=O)[O-] | -3% | -2% | -15% | -1% | 7% | 4% | 2% | 5%
Cc1c(N2CCCC2)cc2c(c1NC(=O)c1ccccc1Cl)C(C)(C)CC2(C)C | -14% | -11% | i | 1% | -22% | 3% | 0% | 0%[14.2 µM]
CCCS(=O)(=O)N1CCC(C(=O)NCCCOCC)CC1 | -3% | 9% | -3% | -8% | -3% | 0% | 4% | /
Cc1ccc2nc(C3CCN(CC(=O)Nc4ccc5c(c4)OCCO5)CC3)[nH]c2c1 | 1% | 2% | i | -5% | / | 1% | 2% | 6%
C/C(=N\NC(=O)c1cccs1)c1ccc2c(c1)OCO2 | 3% | 5% | i | -5% | -2% | -3% | 5% | 3%
CCC(=O)NNc1nc2c(C)cccc2s1 | ? | ? | -1% | 0% | / | 3% | -3% | -3%
Cc1cc2nnc(SCC(=O)NCc3cccs3)n2c2ccccc12 | 1% | 8% | -8% | 0% | / | -2% | -6% | 9%
Cc1ccc2[nH]ccc(=O)c2c1 | -5%[15.4 µM] | -10% | -6% | -6% | -5% | -8% | -6% | 13%
CNc1nc2c3ccccc3n(C(C)=O)c2s1 | 0% | 25µM* | -2% | -1% | / | 5% | 4% | 5%
COc1cccc(NC(=O)Cn2c(=O)n(-c3cc(OC)c(OC)c(OC)c3)c(=O)c3ccccc32)c1 | 0% | 5% | i | -2% | -9% | 9% | 10% | 3%
O=C(O)c1ccc2c(c1)CC(c1ccccc1)OC2=O (centres undefined) | -3% | 8% | i | 1% | 5% | -7% | -2% | -6%
N#C/C(=N\Nc1ccc(Cl)cc1)C(=N)N1CCCCC1 | 1% | 2% | 0% | 0% | -28% | -6% | 12% | -13%
CCc1ccc(Nc2c([N+](=O)[O-])c(=O)oc3ccccc23)cc1 | / | -1% | -2% | -1% | -15% | 10% | -2% | 3%
CCn1c(SCc2nc(CC(=O)Nc3ccccc3OC)no2)nnc1-c1cccs1 | -2% | 5% | i | 3% | -5% | 1% | -1% | 9%
CCOC(=O)C1=C(c2ccccc2)N(C)C(=O)NC1c1ccc(O)c(OC)c1 (centres undefined) | -5% | ? | -3% | -1% | 0% | 4% | -4% | /
CSc1ccccc1NC(=O)CN1c2ccccc2CC1C (centres undefined) | / | -4% | 10% | -2% | / | 0% | 3% | 10%
O=C(COC(=O)C1CCCN1C(=O)c1cccs1)c1ccccc1 (centres undefined) | -2% | -5% | -4% | -1% | 1% | 0% | 5% | 5%
O=C(CSc1cccc2cccnc12)Nc1ccc(S(=O)(=O)N2CCOCC2)cc1 | / | -11% | 1% | -3% | 22µM* | 3% | 2% | 5%
